Screening data from PubChem.
FBW7 activator: human FBW7 E3 ligase activation, primary screen. Q969H0. AlphaScreen FBW7–phospho-cyclin E peptide binding, activator screen. normalized activity (activation), % at 26.1 µM. 650,000 tested, 0.13% active; in the data active = normalized activity above about 1.9%;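 note: purified mutant Fbw7 with reduced substrate affinity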
Target sequence (Q969H0 whole entry, looked up): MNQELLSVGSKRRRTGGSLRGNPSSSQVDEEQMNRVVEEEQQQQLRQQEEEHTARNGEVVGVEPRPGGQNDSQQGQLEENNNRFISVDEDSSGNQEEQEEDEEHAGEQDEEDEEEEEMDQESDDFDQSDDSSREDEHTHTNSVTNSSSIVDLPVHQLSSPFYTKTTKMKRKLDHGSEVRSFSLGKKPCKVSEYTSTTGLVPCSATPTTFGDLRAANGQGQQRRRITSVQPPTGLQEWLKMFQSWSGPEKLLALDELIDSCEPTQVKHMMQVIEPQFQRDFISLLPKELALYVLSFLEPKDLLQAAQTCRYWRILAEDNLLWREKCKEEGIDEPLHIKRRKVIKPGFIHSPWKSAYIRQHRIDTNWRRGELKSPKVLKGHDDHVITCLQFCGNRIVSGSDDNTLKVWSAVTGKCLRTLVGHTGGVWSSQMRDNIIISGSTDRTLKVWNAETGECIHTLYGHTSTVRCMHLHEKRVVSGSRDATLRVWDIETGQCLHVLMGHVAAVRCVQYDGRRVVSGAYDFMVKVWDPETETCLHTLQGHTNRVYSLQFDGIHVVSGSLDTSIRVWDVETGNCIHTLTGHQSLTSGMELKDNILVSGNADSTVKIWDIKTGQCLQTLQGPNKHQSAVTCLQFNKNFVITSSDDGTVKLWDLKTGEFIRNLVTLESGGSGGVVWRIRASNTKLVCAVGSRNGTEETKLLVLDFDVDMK
GPR151 ag: activates the human receptor GPR151. Q8TDV0. AID 1508602. activation, % at 11.2 µM. PathHunter beta-arrestin GPR151 cells, luminescence. 650,000 tested, 1% active; in the data active = activation above about 4.9%;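 note: 0% = median of compound wells and 100% = cells with positive control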
Target sequence (Q8TDV0 whole entry, looked up): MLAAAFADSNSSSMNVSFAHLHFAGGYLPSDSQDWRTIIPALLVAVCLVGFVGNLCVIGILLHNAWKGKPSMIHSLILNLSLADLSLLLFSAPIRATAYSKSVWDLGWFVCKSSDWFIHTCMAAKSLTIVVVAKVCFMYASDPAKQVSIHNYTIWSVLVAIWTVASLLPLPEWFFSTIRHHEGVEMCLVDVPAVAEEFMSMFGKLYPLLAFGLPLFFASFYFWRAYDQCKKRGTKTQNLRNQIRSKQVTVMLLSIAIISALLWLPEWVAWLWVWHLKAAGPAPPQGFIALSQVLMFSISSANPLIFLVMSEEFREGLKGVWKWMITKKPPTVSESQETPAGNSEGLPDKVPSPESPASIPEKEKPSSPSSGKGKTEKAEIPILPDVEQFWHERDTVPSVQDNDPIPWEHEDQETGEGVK
TEAD-YAP block: TEAD-YAP interaction inhibition; HEK-TIYL cells, TEAD-Gal4/YAP UAS-luciferase luminescence; inhibition, % at 9.12 µM; 640,000 tested, 1.4% active; AID 1259422; in the data active = inhibition above about 32%;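 note: 0% = median of test compound wells and 100% = reference inhibitor wells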
MITF inh: inhibitors of human MITF; AlphaScreen MITF homodimerization, bead proximity signal; 650,000 tested, 0.91% active; AID 1259374; O75030; inhibition, % at 2.6 µM; in the data active = inhibition above about 50%;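 note: 0% = vehicle wells with protein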
* hit, by the source's call.

Start of the data: the first four compounds, ahead of the listing:
Cc1ccc(S(=O)(=O)N2CCCC(N3CCOCC3)C2)s1 (stereo not drawn) was read as FBW7 activator 0.0, GPR151 ag 6.3*, TEAD-YAP block -2 and MITF inh 5.
Screening Cc1cc(C)c(OCC(=O)OCC(=O)c2ccc3c(c2)NC(=O)CO3)c(C)c1 returned FBW7 activator 0.1, GPR151 ag 0.9, TEAD-YAP block 1 and MITF inh -2.
`CS(=O)(=O)N1CCC(Oc2cccc(C(=O)NC3Cc4ccccc4C3)c2)CC1` gave FBW7 activator 0.4, GPR151 ag -0.8, TEAD-YAP block -7 and MITF inh 10.
Screening COc1ccccc1CNC(=O)c1nc(-c2ccncc2)no1 returned FBW7 activator -0.1, GPR151 ag -0.8, TEAD-YAP block 1 and MITF inh 1.

The list itself, previewed entries included:
Cc1ccc(S(=O)(=O)N2CCCC(N3CCOCC3)C2)s1 (stereo not drawn) was read as FBW7 activator 0.0, GPR151 ag 6.3*, TEAD-YAP block -2 and MITF inh 5.
Screening Cc1cc(C)c(OCC(=O)OCC(=O)c2ccc3c(c2)NC(=O)CO3)c(C)c1 returned FBW7 activator 0.1, GPR151 ag 0.9, TEAD-YAP block 1 and MITF inh -2.
`CS(=O)(=O)N1CCC(Oc2cccc(C(=O)NC3Cc4ccccc4C3)c2)CC1` gave FBW7 activator 0.4, GPR151 ag -0.8, TEAD-YAP block -7 and MITF inh 10.
Screening COc1ccccc1CNC(=O)c1nc(-c2ccncc2)no1 returned FBW7 activator -0.1, GPR151 ag -0.8, TEAD-YAP block 1 and MITF inh 1.
O=C(Cn1c(=O)oc2ccccc21)Nc1ccc(Cl)cc1Cl was read as FBW7 activator 0.0, GPR151 ag -0.4, TEAD-YAP block 9 and MITF inh -10.
For COc1ccc2cc(C(=O)NCc3cccc(Cl)c3)c(=Nc3ccc(C(=O)O)cc3)oc2c1 the results were FBW7 activator 0.0, GPR151 ag -1.5, TEAD-YAP block 4 and MITF inh -11.
O=C(CCc1cnccn1)N1CCC(CO)(Cc2cccc(F)c2)CC1 was read as FBW7 activator 0.2, GPR151 ag -0.2, TEAD-YAP block -2 and MITF inh -15.
For Cc1ccccc1C(=O)Nc1ccc(-c2nc3ccccc3s2)c(O)c1 the results were FBW7 activator -0.1, GPR151 ag 0.6, TEAD-YAP block -31 and MITF inh -10.
Cc1cc(N2CCC(C)CC2)nc2ccc(NC(=O)CCC(=O)NCCC(C)C)cc12 was read as FBW7 activator 0.2, GPR151 ag 0.0, TEAD-YAP block -14 and MITF inh 7.
`CCOC(=O)C1=C(C)NC2=C(C(=O)CC(C)(C)C2)C1c1ccccc1OCc1ccccc1` (stereo not drawn) gave FBW7 activator 0.1, GPR151 ag 0.4, TEAD-YAP block 9 and MITF inh -11.
Screening N/C(=N\OC(=O)c1ccc(Cl)cc1)c1ccccc1 returned FBW7 activator -0.2, GPR151 ag -0.4, TEAD-YAP block -20 and MITF inh -16.
CC(=O)c1cccc(N=C2C(=O)Nc3ccccc32)c1 was read as FBW7 activator 0.1, GPR151 ag 0.1, TEAD-YAP block 0 and MITF inh 6.
Screening O=C(NCCOc1ccccc1)c1ccnc(Nc2cnccn2)c1 returned FBW7 activator 0.2, GPR151 ag 2.3, TEAD-YAP block -2 and MITF inh 0.
`Cc1ccc(/C=N/NC(=O)C23CC4CC(CC(C4)C2)C3)o1` gave FBW7 activator 0.0, GPR151 ag 1.6, TEAD-YAP block -33 and MITF inh -5.
For Cc1c(C#N)c(N=CN(C)C)c(C#N)n1-c1ccccc1 the results were FBW7 activator 0.9, GPR151 ag -0.9, TEAD-YAP block -1 and MITF inh 14.
COc1cc(CN2CCc3ccccc3C2)cc(I)c1O was read as FBW7 activator 0.1, GPR151 ag -0.1, TEAD-YAP block -8 and MITF inh 32.
`Cc1cc(C)cc(NS(=O)(=O)c2cc3c(cc2Cl)NC(=O)CO3)c1` gave FBW7 activator 0.4, GPR151 ag -0.8, TEAD-YAP block -2 and MITF inh 10.
O=C(Nc1nc2cc3c(cc2s1)OCO3)C1=COCCO1 was read as FBW7 activator -0.1, GPR151 ag -12, TEAD-YAP block 52* and MITF inh 4.
`O=C(CCCC(=O)OCC(F)(F)C(F)F)Nc1ccc(Cl)cc1Cl` gave FBW7 activator -0.1, GPR151 ag 1.4, TEAD-YAP block 3 and MITF inh -5.
For COC(=O)C1=C(NC(=O)COc2ccc(Cl)cc2)CCS1 the results were FBW7 activator -0.1, GPR151 ag 6.1*, TEAD-YAP block 4 and MITF inh -4.
Screening CC12Oc3ccc(Br)cc3C(NC(=S)N1c1cccc(Br)c1)C2C(=O)Nc1ccc(Cl)cc1 (stereo not drawn) returned FBW7 activator 0.6, GPR151 ag -1.5, TEAD-YAP block 3 and MITF inh 20.
Screening CNC(=O)C(=O)NCCN1CCN(Cc2ccc(Br)cc2)CC1 returned FBW7 activator -0.3, GPR151 ag 7.8*, TEAD-YAP block 8 and MITF inh -6.
Screening O=C1CSC(c2ccccc2C(F)(F)F)N1c1ccc(Oc2ccccc2)cc1 (stereo not drawn) returned FBW7 activator 0.4, GPR151 ag -0.8, TEAD-YAP block -6 and MITF inh 16.
Screening C/C=C/c1ccc(OCC(O)CN2CCN(Cc3ccc4c(c3)OCO4)CC2)c(OC)c1 (stereo not drawn) returned FBW7 activator 0.1, GPR151 ag 1.8, TEAD-YAP block 6 and MITF inh 64*.
COc1cccc(/C=C(\C#N)c2nc3cc(C)c(C)cc3[nH]2)c1OCC(=O)O was read as FBW7 activator -0.1, GPR151 ag -1.1, TEAD-YAP block 1 and MITF inh -7.
For O=C(Nc1ccc2[nH]ncc2c1)[C@@H]1C[C@@H](O)CN1C(=O)Nc1ccccc1 the results were FBW7 activator 0.0, GPR151 ag 1.6, TEAD-YAP block -2 and MITF inh 1.
Screening Cc1ccc(NC(=O)CC[C@H]2CN(Cc3ccccc3)CC[C@H]2N(C)C)cc1 returned FBW7 activator 0.3, GPR151 ag 0.4, TEAD-YAP block 1 and MITF inh 3.
For CCOCCCNc1ncnc2c1nnn2Cc1ccccc1Cl the results were FBW7 activator -0.1, GPR151 ag -0.9, TEAD-YAP block 14 and MITF inh 9.
Screening CC(C)(Oc1ccc(Cl)cc1)C(=O)Nc1ncccn1 returned FBW7 activator -0.1, GPR151 ag 1.7, TEAD-YAP block 0 and MITF inh 0.
Screening Nc1nonc1C(=NCCNc1ccc([N+](=O)[O-])cc1Cl)NO returned FBW7 activator -0.1, GPR151 ag -0.5, TEAD-YAP block -6 and MITF inh 8.
Screening COC(=O)C1CC(=O)N(Cc2ccc3ccccc3c2)C12CCN(Cc1ccoc1)CC2 (stereo not drawn) returned FBW7 activator -0.3, GPR151 ag -0.6, TEAD-YAP block 10 and MITF inh 1.
Screening CC(C)C(c1nnnn1CCc1ccccc1)N1CCC(C(N)=O)CC1 (stereo not drawn) returned FBW7 activator 0.0, GPR151 ag 3.7, TEAD-YAP block 12 and MITF inh -1.
`Cc1ccc(CN2C(=O)N/C(=C\c3ccc(N4CCOCC4)cc3C)C2=O)cc1` gave FBW7 activator 0.4, GPR151 ag 0.7, TEAD-YAP block 11 and MITF inh 6.
`CN(C)c1cccc(N=Cc2c(O)n(-c3ccccc3F)c(=S)[nH]c2=O)c1` gave FBW7 activator 0.1, GPR151 ag 0.8, TEAD-YAP block -3 and MITF inh 10.
For CSc1nnc2c(n1)-c1cccc3cccc-2c13 the results were FBW7 activator -0.1, GPR151 ag 1.4, TEAD-YAP block 3 and MITF inh 5.
`CCCNC(=O)c1ccccc1NC(=O)c1ccc([N+](=O)[O-])cc1` gave FBW7 activator 0.0, GPR151 ag 1.2, TEAD-YAP block 2 and MITF inh 9.
For COCCn1c(-c2ccc(OC)cc2)cnc1SCc1ccccc1 the results were FBW7 activator -0.2, GPR151 ag -0.5, TEAD-YAP block -32 and MITF inh 33.
COc1ccccc1NC(=O)C(CC(C)C)NS(=O)(=O)c1ccc2nc(C)sc2c1 (stereo not drawn) was read as FBW7 activator -0.2, GPR151 ag 1.1, TEAD-YAP block 2 and MITF inh 9.
`O=[N+]([O-])c1ccc(COc2ccc(Br)cc2CN2CCOCC2)cc1` gave FBW7 activator -0.3, GPR151 ag -0.8, TEAD-YAP block -11 and MITF inh 4.
Screening O=C(N/N=C/c1ccc(F)cc1)c1ccccc1[N+](=O)[O-] returned FBW7 activator -0.1, GPR151 ag 7.0*, TEAD-YAP block 4 and MITF inh 8.

Sorted by SMILES length (lowest first): 3 of the compounds above
For COCCn1c(-c2ccc(OC)cc2)cnc1SCc1ccccc1 the results were FBW7 activator -0.2, GPR151 ag -0.5, TEAD-YAP block -32 and MITF inh 33.
For Cc1ccccc1C(=O)Nc1ccc(-c2nc3ccccc3s2)c(O)c1 the results were FBW7 activator -0.1, GPR151 ag 0.6, TEAD-YAP block -31 and MITF inh -10.
`Cc1ccc(CN2C(=O)N/C(=C\c3ccc(N4CCOCC4)cc3C)C2=O)cc1` gave FBW7 activator 0.4, GPR151 ag 0.7, TEAD-YAP block 11 and MITF inh 6.

Following part.
Screening CNC(=O)c1c(NC(=O)c2cc(Cl)ccc2Cl)sc2c1CCCCC2 returned FBW7 activator -0.2, GPR151 ag 1.6, TEAD-YAP block 3 and MITF inh 1.
For COC(=O)C1=C(C)NC(=O)N(C(C)=O)C1c1ccc(OC)c(OC)c1 (stereo not drawn) the results were FBW7 activator 0.2, GPR151 ag -0.6, TEAD-YAP block -2 and MITF inh 3.
Cc1cc(C)c(NC(=O)C(=O)NC23CC4CC(CC(C4)C2)C3)c(C)c1 was read as FBW7 activator -0.2, GPR151 ag 2.5, TEAD-YAP block -4 and MITF inh -2.
`COc1ccc(N2CCN(CCNC(=O)Nc3cc(OC)ccc3OC)CC2)cc1` gave FBW7 activator -0.2, GPR151 ag 1.4, TEAD-YAP block 7 and MITF inh 2.
CC(=O)NC(CCS(C)(=O)=O)C(=O)Nc1cccc(C)c1C (stereo not drawn) was read as FBW7 activator -0.1, GPR151 ag 1.8, TEAD-YAP block 7 and MITF inh 5.
For CCOC(=O)N1CCN(C2CC(=O)N(c3ccccc3CC)C2=O)CC1 (stereo not drawn) the results were FBW7 activator 0.0, GPR151 ag 0.1, TEAD-YAP block 3 and MITF inh 8.
Screening CCCNc1nc(-c2cccc(C(C)=O)c2)nc2c1ncn2CCN1CCCC1=O returned FBW7 activator 0.0, GPR151 ag -0.7, TEAD-YAP block -1 and MITF inh -3.
Screening Cc1c(CN2CCCCC2)c(O)n(CCO)c(=O)c1C#N returned FBW7 activator -0.1, GPR151 ag -1.2, TEAD-YAP block 1 and MITF inh -6.
`CC(C)OCCCNS(=O)(=O)c1cc(Br)cnc1N` gave FBW7 activator -0.1, GPR151 ag -1.5, TEAD-YAP block -12 and MITF inh -6.
For CC(Cc1ccccc1F)N1CCC(N2CCCCC2)CC1 (stereo not drawn) the results were FBW7 activator -0.2, GPR151 ag -0.5, TEAD-YAP block 5 and MITF inh 6.
O=C(NCc1ccccc1)N1CCNCC1 was read as FBW7 activator -0.1, GPR151 ag -0.5, TEAD-YAP block -6 and MITF inh 10.
Screening Cc1c(C(=O)N2CCOCC2)sc(NC(=O)COc2ccccc2)c1C#N returned FBW7 activator 0.3, GPR151 ag 1.3, TEAD-YAP block 1 and MITF inh -10.
Screening CC(C)CC1(C)NC(=O)N(CC(=O)NCC(F)(F)F)C1=O (stereo not drawn) returned FBW7 activator 0.2, GPR151 ag 1.4, TEAD-YAP block 2 and MITF inh -10.
Screening O=C(O)/C=C/c1c(Cl)nc2sccn12 returned FBW7 activator -0.1, GPR151 ag -1.7, TEAD-YAP block -4 and MITF inh 5.
For COc1cc(OC)c(OC)cc1CN1CCN(Cc2c[nH]c3ccccc23)CC1 the results were FBW7 activator 0.1, GPR151 ag 0.2, TEAD-YAP block 14 and MITF inh 55*.
`Cc1cc(OCCCN2CCN(C)CC2)cc(C(C)C)c1` gave FBW7 activator 0.2, GPR151 ag 0.1, TEAD-YAP block -1 and MITF inh 70*.
For CCOc1ccccc1NC(=O)c1cc(S(=O)(=O)N(C)Cc2ccccc2)ccc1F the results were FBW7 activator 0.0, GPR151 ag -0.7, TEAD-YAP block -7 and MITF inh 3.
FC(F)(F)c1cc(-c2cccs2)nc2cc(-c3ccc(Br)cc3)nn12 was read as FBW7 activator 0.7, GPR151 ag -1.3, TEAD-YAP block -4 and MITF inh -7.
CCOc1ccc(-n2c(=S)sc3c(=O)n(-c4ccc(C)cc4)c(SCC(=O)NCc4ccco4)nc32)cc1 was read as FBW7 activator 0.5, GPR151 ag 0.0, TEAD-YAP block 4 and MITF inh 13.
For CCOC(=O)C1CCN(C2=NC(=O)/C(=C/c3ccccc3Cl)S2)CC1 the results were FBW7 activator -0.3, GPR151 ag 0.9, TEAD-YAP block 13 and MITF inh 7.
Screening COC(CNc1ncc(-c2ccc(OC(F)(F)F)cc2)cn1)OC returned FBW7 activator 0.0, GPR151 ag -0.7, TEAD-YAP block -34 and MITF inh 0.
Screening CN1CC(=O)N2CCN(C(=O)Oc3ccccc3)C[C@@H]2C1=O returned FBW7 activator -0.1, GPR151 ag -0.9, TEAD-YAP block 8 and MITF inh 5.
`O=C(Nc1ccccc1)C1CC(=O)N(c2cccc([N+](=O)[O-])c2)C1` (stereo not drawn) gave FBW7 activator -0.1, GPR151 ag 0.6, TEAD-YAP block -2 and MITF inh -5.

Already shown: an excerpt of the list.
Screening CN1CC(=O)N2CCN(C(=O)Oc3ccccc3)C[C@@H]2C1=O returned FBW7 activator -0.1, GPR151 ag -0.9, TEAD-YAP block 8 and MITF inh 5.
`O=C(Nc1ccccc1)C1CC(=O)N(c2cccc([N+](=O)[O-])c2)C1` (stereo not drawn) gave FBW7 activator -0.1, GPR151 ag 0.6, TEAD-YAP block -2 and MITF inh -5.
